HSP90 refold inh: HSP90 inhibitors, primary screen, cell lysate, luminescence. Heat shock protein HSP 90 (rabbit reticulocyte lysate; luciferase refolding). Rabbit reticulocyte lysate, luciferase refolding luminescence, 3 h. inhibition, % at 5.6 µM. 290,000 tested, 0.91% active. AID 1789, 2009;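 active = inhibition above the screen-wide mean plus 3 SD, computed separately per campaign, cut at about 16% in these data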;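 note: 0% = DMSO wells and 100% = 60 µM geldanamycin wells; inhibitors lower the luminescence because luciferase stays unfolded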
HSF-1 act: HSF-1 activators, primary screen, NIH3T3-HGL cells, MG132 stress, luminescence, single point. NIH3T3-HGL HSF-1 luciferase reporter, 8 h; 100% = twice DMSO control signal. 300,000 tested, 1.7% active. activation, % at 9 µM;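 active = mean replicate activation of at least 50% with a set share of replicates each reaching 50%; inconclusive = only one of those two conditions met; inactive = mean below 50% and too few replicates reaching it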;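 note: 0% = median of the neutral control wells and 100% = twice that signal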
GSK3A inh: blockers of GSK3A enzyme activity – biochemical, luminescence, cell-free homogeneous, HTS, primary screen. Glycogen synthase kinase-3 alpha (Homo sapiens), P49840. GSK-3 alpha kinase, ADP-Glo luminescence, 60 min. inhibition, % at 10 µM. 320,000 tested, 0.1% active. AID 2650, 2010;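 in the data active = inhibition above about 50%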;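 note: GST-tagged GSK-3 alpha with peptide substrate and 25 µM ATP; 0% = DMSO neutral wells and 100% = GW8510 positive control wells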
Target sequence (P49840 whole entry, looked up): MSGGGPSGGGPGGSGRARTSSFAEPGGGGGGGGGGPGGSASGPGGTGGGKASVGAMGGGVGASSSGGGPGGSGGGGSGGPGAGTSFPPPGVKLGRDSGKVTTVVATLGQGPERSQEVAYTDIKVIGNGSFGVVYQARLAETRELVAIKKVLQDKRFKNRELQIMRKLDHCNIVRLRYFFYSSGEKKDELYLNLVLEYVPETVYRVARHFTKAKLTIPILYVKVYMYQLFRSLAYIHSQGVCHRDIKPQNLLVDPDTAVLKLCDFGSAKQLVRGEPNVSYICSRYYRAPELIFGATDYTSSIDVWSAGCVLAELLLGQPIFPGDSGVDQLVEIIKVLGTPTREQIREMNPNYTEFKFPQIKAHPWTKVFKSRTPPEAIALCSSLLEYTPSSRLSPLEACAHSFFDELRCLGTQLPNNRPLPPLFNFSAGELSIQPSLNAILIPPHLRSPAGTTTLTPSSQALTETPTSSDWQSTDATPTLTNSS
Platelet DG rel: inhibitors of platelet dense granule secretion, primary screen, cell-based, MLPCN, human platelets. inhibition, %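 (compounds screened at 7.5 µM in platelet-rich plasma)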. 300,000 tested, 0.22% active. human platelet-rich plasma, SFLLRN dense granule ATP release, luminescence;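 active = mean replicate score, as percent of positive control, at or above 50; inconclusive = mean below 50 but at least one replicate at or above 50; inactive = mean and every replicate below 50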
HSF1 inhib: HSF1 inhibitors in luciferase reporter cells, primary screen, cell-based, NIH3T3, luminescence; NIH3T3-HGL HSE-luciferase, MG132-induced, luminescence 8 h; stronger effect = lower value; activity change, negative = inhibition, % at 7.5 µM (by protocol); 300,000 tested, 0.77% active;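 active = more than half of replicate wells show activity change below -50%, luminescence cut by over half; inconclusive = some wells, but at most half, below -50%; inactive = no replicate well below -50%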;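 note: luciferase reports HSF-1 transcriptional activity via heat shock element; 0% = median of DMSO wells and -100% = zero luminescence signal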
HDAC3 inh: HDAC3 deacetylase inhibitors, primary screen, biochemical, fluorescence, cell-free homogeneous; Histone deacetylase 3 (Homo sapiens), O15379; AID 2718, 2010; 320,000 tested, 0.15% active; inhibition, % at 8.3 µM; recombinant HDAC3, fluorogenic peptide/trypsin coupled; in the data active = inhibition above about 26%, passing the limit was not always enough; inconclusive = no clear call, values can overlap the other calls
Target sequence (O15379 whole entry, looked up): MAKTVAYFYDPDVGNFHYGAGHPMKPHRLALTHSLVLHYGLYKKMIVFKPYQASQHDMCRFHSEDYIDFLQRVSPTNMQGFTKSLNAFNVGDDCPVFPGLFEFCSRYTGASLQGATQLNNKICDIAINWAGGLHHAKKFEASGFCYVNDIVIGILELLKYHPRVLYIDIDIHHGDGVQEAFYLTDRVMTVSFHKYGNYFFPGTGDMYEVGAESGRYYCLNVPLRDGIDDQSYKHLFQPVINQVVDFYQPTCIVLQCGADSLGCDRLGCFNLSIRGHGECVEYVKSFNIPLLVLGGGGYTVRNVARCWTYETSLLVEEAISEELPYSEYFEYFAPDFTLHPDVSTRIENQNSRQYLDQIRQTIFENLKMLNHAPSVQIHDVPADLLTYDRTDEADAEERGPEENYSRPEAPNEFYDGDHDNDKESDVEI
Dyrk1A ADPGlo: rat Dyrk1A kinase inhibitors, primary screen, biochemical, single point, plate reader | Dual specificity tyrosine-phosphorylation-regulated kinase 1A (Rattus norvegicus), Q63470 | ADP-Glo luminescence, NFATc1 peptide | inhibition, % at 12.5 µM | 310,000 tested, 0.43% active | AID 504441, 2011; in the data active = inhibition above about 50%;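 note: plate controls were vehicle with enzyme for no effect and no enzyme for full effect; many of its hits are not listed in these tables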
GSK3beta inhib: human GSK3beta kinase inhibitors, primary screen, biochemical, cell-free homogeneous, HTS | AID 2097, 2009 | 300,000 tested, 0.038% active | activity score (negative = inhibition), % at 10 µM | GST-GSK3beta kinase, ADP-Glo luminescence, 60 min; stronger effect = lower value;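 active = more than half of replicate wells score below -50%, meaning over 50% inhibition versus plate controls; inconclusive = some replicates but at most half score below -50%; inactive = no replicate scores below -50%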;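 note: 0% = median DMSO wells and -100% = median GW8510 positive control wells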
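Test system: GST-tagged human GSK3beta kinase, cell-free; evaluation: activity score scaled between in-plate DMSO and GW8510 controls; measured by: ADP-Glo luminescence; incubation: 60 min reaction, RT; benchmarks: DMSO and 20 µM GW8510; reagent: peptide substrate plus 25 µM ATP (final); medium: Tris/MgCl2 kinase buffer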
AI-2 QS mod: Vibrio harveyi AI-2 quorum sensing modulators, primary screen, JMH597 strain, luminescence/OD600 ratio; activity change, % at 7.5 µM; AID 2094, 2009; 300,000 tested, 0.4% active; Vibrio harveyi JMH597 AI-2 luminescence/OD600 ratio, 9 h; stronger effect = lower value; strain lacks LuxN and CqsS sensors; 0 = neutral-control median; in the data active = activity change below about -75%, passing the limit was not always enough; inconclusive = no clear call, values can overlap the other calls;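 note: luminescence divided by OD600 gain over 9 h not by final OD600 alone; inactives centre near 13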
PolyA inhibitor: polyadenylation inhibitors in yeast reporter cells, primary screen, luminescence, S. cerevisiae; AID 1875, 2009; 300,000 tested, 0.02% active; S. cerevisiae SKY197-pL101 polyadenylation reporter, beta-gal luminescence; efflux-impaired pdr1/pdr3 knockout yeast; score 100 = 6 SD above DMSO; calls only at 12 µM;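 active = lowest replicate activity score at least 50, where 100 means six control SD above control mean; inconclusive = lowest score under 50 but half or more replicates reach 50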;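 note: yeast exposed to compound for 9 h at 30 °C; higher score means more reporter readthrough which indicates perturbed polyadenylation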
* hit, by the source's call; i = inactive; ? = inconclusive; . = not tested or not shown; & = joins results of further samples. A portion of the library, so the mix of outcomes need not match the whole.

SMILES	HSP90 refold inh	HSF-1 act	GSK3A inh	Platelet DG rel	HSF1 inhib	HDAC3 inh	Dyrk1A ADPGlo	GSK3beta inhib	AI-2 QS mod	PolyA inhibitor
CC(CCc1ccccc1)NC(=O)c1ccc(NC(=O)c2ccc(Cl)cc2Cl)cc1 (centres undefined)	-4	-8	-2	10	-6	2	-6	0	10	i
O=C(c1ccc(Br)cc1)N1CCCc2ccccc21	-1	1	2	2	3	0	1	3	-3	i
Cc1ccc(Cl)cc1N(C)C(=O)Cn1ncc2c([nH]c3ccccc32)c1=O	-1	-1	9	-5	-3	-2	-4	-1	17	i
c1ccc2c(c1)c1ccccc1n2CN1CCOCC1	3	-7	-2	2	-3	-4	8	-8	9	i
Cc1cccc(C(=O)Nc2ccc3c(c2)nc(C)n3C)c1	8	26	-2	0	13	17	-2	-1	15	i
CCN(CC)c1ccc(CC(=O)NC(C)Cc2ccccc2)cc1 (centres undefined)	-3	-6	1	2	-8	-4	-2	-1	4	i
O=C(Nc1cccc(Cl)c1N1CCCC1)c1cccc(-c2cc3ccccc3oc2=O)c1	-3	16	-3	-6	6	4	2	-9	10	i
Cc1cccc(-c2nc(CN3CCCC(C(=O)NC4CCCCC4)C3)c(C)o2)c1 (centres undefined)	3	16	0	-3	6	4	3	0	18	i
COc1cc(Cl)ccc1OCc1cc(C(=O)NC2CCc3ccccc32)no1 (centres undefined)	8	-9	2	15	-8	6	-6	0	14	i
COc1ccc(/C(=N\Nc2ccccc2C(=O)O)c2ccccc2)cc1	-3	23	-2	-5	8	9	4	2	26	i
CCN(Cc1ccccc1)C(=O)c1[nH]c2ccc(OC)cc2c1C	-4	-4	.	-6	-7	.	0	0	3	i
COc1ccc(NCc2n[nH]nc2-c2ccccc2)cc1Cl	-6	-27	-1	-1	-10	9	1	4	16	i
CCOc1ccccc1CNC(=O)CNC(=O)c1cccs1	-3	5	3	-4	5	6	-3	0	21	i
Clc1ccc(-n2ncc3c(N4CCCCCC4)ncnc32)cc1	63*	-90	1	9	-89*	2	-6	1	24	i
CNC(=O)CSc1nc(N)c2c3c(sc2n1)CCC3	0	33	.	7	11	.	18	1	12	.
O=C(CSC1=Nc2ccccc2C2=NC(CC(=O)N3CCN(c4ccccc4)CC3)C(=O)N12)NCC1CCCO1 (centres undefined)	7	5	-2	5	-4	-3	-8	2	16	i
CSc1nc2n(n1)C(c1cccs1)C1=C(CCCC1=O)N2 (centres undefined)	1	4	.	0	3	.	7	1	28	i
Cc1ccc(OCC(=O)NCc2ccc3c(c2)OCO3)c([N+](=O)[O-])n1	4	4	10	-2	0	-2	.	0	20	i
CCOc1ccc2ccccc2c1C(=O)N[C@@H]1C(=O)N2[C@@H]1SC(C)(C)[C@@H]2C(=O)O	1	-21	-4&-4	6	3	-1&-4	-1&-1	0	16	i
COC(=O)CSc1nccc(-c2cccs2)n1	0	-3	1	-8	-4	1	.	1	47	i
CC1CCC(NC(=O)CCS(=O)(=O)c2ccc3c(c2)CC(C)N3C(=O)C2CC2)CC1 (centres undefined)	6	3	.	1	8	1	1	2	2	i
CCOc1ccc(C(=O)NC(=S)Nc2ccccc2N2CCOCC2)cc1Br	6	5	0	8	-1	-2	-7	0	9	i
Cc1ccc(C2=NOC(C)(c3nnc(-c4ccccc4)o3)C2)cc1 (centres undefined)	.	15	-22	6	7	8	.	-4	7	i
COc1ccc(N2C(=O)C3C(C2=O)C3(c2ccccc2)c2ccccc2)cc1 (centres undefined)	3	35	0	-5	3	1	-4	2	10	i
O=C(N/N=C/c1ccccc1)c1cc(-c2ccc3c(c2)OCO3)n[nH]1	5	24	2	-4	1	5	3	3	5	i
COc1ccc(S(=O)(=O)N2CCCCCC2)cc1C(=O)N(C)CC(=O)Nc1ccc(F)cc1	.	16	-1	-17	12	2	1	4	26	i
Cc1[nH]c(C)c(S(=O)(=O)Nc2ccccc2Cl)c1C(=O)N1CCCC1	1	-1	-1	11	0	0	4	-1	6	i
CCOc1cc(C2NC(=O)N(C)C(C)=C2C(=O)OC)cc(Br)c1O (centres undefined)	3	35	0	6	21	-5	6	-2	29	i
Cc1cc(C)c(C#N)c(SCc2ccc(C(=O)O)cc2)n1	-2	-11	-2	2	-6	-1	-3	.	.	i
CC(=O)Nc1ccc(C(=O)OCC(=O)c2cccc([N+](=O)[O-])c2)cc1	4	38	-1	-12	18	4	-3	5	3	i
O=C(NCC1COc2ccccc2O1)c1ccco1 (centres undefined)	-1	-1	0	4	3	-4	-8	0	12	i
COCCCN(CC(=O)Nc1ccc(N2CCOCC2)cc1)S(=O)(=O)c1ccc(Cl)cc1	0	-2	-2	1	1	5	.	4	33	i
Cc1nc2c(C(=O)Nc3ccc(N4CCCC(O)C4)cc3)snc2c(=O)[nH]1 (centres undefined)	0	15	1	-1	0	14	1	-3	9	i
Cc1cccc(NC(=S)N2CCC(C(N)=O)(N3CCCCC3)CC2)c1C	-7	-3	0	-10	0	-1	0	1	30	i
CN(CCOCCOc1ccc(F)cc1)Cc1ccccc1	-4	-3	2	3	-3	0	-1	2	11	i
CCCCNc1ncnc2c1nnn2Cc1ccccc1Cl	2	-19	1	6	-4	2	-2	-2	16	i
N#Cc1ccc(CSc2nnc(-c3cnccn3)o2)cc1	0	38	-1	-4	-4	-1	-2	1	1	i
Cc1ccc(C(=O)CC(C(=O)O)P(=O)(c2ccccc2)c2ccccc2)cc1 (centres undefined)	0	-5	-5	9	-4	-1	0	-3	6	i
CCN(CC)CC(C)(C)NS(=O)(=O)c1ccc(Cl)cc1	4	5	-5	2	-6	-1	-102	0	28	i
O=C(O)CSc1nnc(COc2cccc3ccccc23)n1Cc1ccccc1	2	-4	-3	-6	-8	0	.	1	18	i
O=C(CN1CCSC1=NCc1ccccc1)c1ccc(Cl)c(Cl)c1	3	16	0	20	7	-3	-2	-2	7	i
Cc1[nH]c2ccccc2c1C(=O)COC(=O)C1CCC(=O)N1 (centres undefined)	-2	-19	-1	41	-3	-1	4	1	7	i
CCC(=O)OC1CC(C)N(C(=O)c2ccccc2)c2ccc(C)cc21 (centres undefined)	3	33	0	.	-3	11	-2	-1	-2	i
O=C1CC(c2cccc(F)c2)c2c(c3ccccc3[nH]c2=O)O1 (centres undefined)	-4	-12	-5	10	-5	?	1	-3	25	i
CC(=O)Nc1ccc(-n2nnnc2SCC(=O)Nc2cccc(NC(=O)c3ccco3)c2)cc1	0	0	-1	1	3	-4	-4	2	2	i
CNC(=O)c1cn(-c2ccccc2)c(=O)c2ccccc12	0	3	-1	4	-6	7	7	-3	20	i
Cc1nc(NC(=O)CSc2nnc(N)s2)c(Cl)cc1Cl	-1	-1	1	6	-3	0	19	2	39	i
CCOC(=O)C(=Cc1ccc(F)cc1)C(=O)OCC	1	126*	-5	-1	122	2	.	0	7	i
Cc1ccc(C(=O)c2cc([N+](=O)[O-])ccc2N2CCOCC2)cc1C	-3	-15	-1	0	-8	3	-3	-2	14	i
CCN(CC)C(=O)C[n+]1cccc(/C=N/O)c1	1	-5	-1	-2	1	4	-2	3	34	i
O=C(N/N=C/c1cc([N+](=O)[O-])ccc1Cl)c1cc(-c2ccccc2)nc2ccccc12	-1	9	0	-5	3	-2	-5	2	4	i
COc1ccc(OCC(=O)NCCc2c[nH]c3ccccc23)cc1	2	-7	6	14	-4	1	1	-1	3	i
CCCc1cc(C(=O)Nc2cc(C)on2)no1	-4	23	-4	0	15	0	1	-1	13	i
Cc1nn2c(c1-c1ccccc1)N=C(c1ccco1)CC2c1ccccc1 (centres undefined)	7	7	-2	6	13	-4	5	-4	34	i
CC1(C)C/C(=N\O)c2cc3c(nc2C1)CCCC3	4	-23	-51	1	-5	18	18	1	6	i

Reprinted from the results shown, two compounds:
SMILES	HSP90 refold inh	HSF-1 act	GSK3A inh	Platelet DG rel	HSF1 inhib	HDAC3 inh	Dyrk1A ADPGlo	GSK3beta inhib	AI-2 QS mod	PolyA inhibitor
Cc1ccc(C(=O)c2cc([N+](=O)[O-])ccc2N2CCOCC2)cc1C	-3	-15	-1	0	-8	3	-3	-2	14	i
CCN(CC)C(=O)C[n+]1cccc(/C=N/O)c1	1	-5	-1	-2	1	4	-2	3	34	i

Of the compounds above, nine contain an NH in an aromatic ring:
SMILES	HSP90 refold inh	HSF-1 act	GSK3A inh	Platelet DG rel	HSF1 inhib	HDAC3 inh	Dyrk1A ADPGlo	GSK3beta inhib	AI-2 QS mod	PolyA inhibitor
Cc1ccc(Cl)cc1N(C)C(=O)Cn1ncc2c([nH]c3ccccc32)c1=O	-1	-1	9	-5	-3	-2	-4	-1	17	i
CCN(Cc1ccccc1)C(=O)c1[nH]c2ccc(OC)cc2c1C	-4	-4	.	-6	-7	.	0	0	3	i
COc1ccc(NCc2n[nH]nc2-c2ccccc2)cc1Cl	-6	-27	-1	-1	-10	9	1	4	16	i
O=C(N/N=C/c1ccccc1)c1cc(-c2ccc3c(c2)OCO3)n[nH]1	5	24	2	-4	1	5	3	3	5	i
Cc1[nH]c(C)c(S(=O)(=O)Nc2ccccc2Cl)c1C(=O)N1CCCC1	1	-1	-1	11	0	0	4	-1	6	i
Cc1nc2c(C(=O)Nc3ccc(N4CCCC(O)C4)cc3)snc2c(=O)[nH]1 (centres undefined)	0	15	1	-1	0	14	1	-3	9	i
Cc1[nH]c2ccccc2c1C(=O)COC(=O)C1CCC(=O)N1 (centres undefined)	-2	-19	-1	41	-3	-1	4	1	7	i
O=C1CC(c2cccc(F)c2)c2c(c3ccccc3[nH]c2=O)O1 (centres undefined)	-4	-12	-5	10	-5	?	1	-3	25	i
COc1ccc(OCC(=O)NCCc2c[nH]c3ccccc23)cc1	2	-7	6	14	-4	1	1	-1	3	i
